Bcl-xL primary = Bcl-xL (human) inhibition. Q07817. GST-Bcl-xL / FITC-Bim BH3 peptide fluorescence polarization. inhibition, % at 10.9 µM. 320,000 tested, 0.7% active;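 active = inhibition above the mean of all tested compounds plus 3 SD, cutoff set per campaign, cut at about 30% in these data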;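 note: 0% = DMSO wells and 100% = unlabeled Bim-BH3 peptide competitor; inhibitors lower millipolarization by displacing the labeled peptide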
Target sequence (Q07817 whole entry, looked up): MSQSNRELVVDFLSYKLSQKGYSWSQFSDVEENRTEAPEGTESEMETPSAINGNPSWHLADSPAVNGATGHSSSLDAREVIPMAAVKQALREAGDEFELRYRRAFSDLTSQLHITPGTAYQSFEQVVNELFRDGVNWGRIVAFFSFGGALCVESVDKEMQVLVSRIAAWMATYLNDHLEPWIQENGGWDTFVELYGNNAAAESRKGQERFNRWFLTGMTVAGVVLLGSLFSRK
MCL1-BIM inh = disrupts human MCL1 binding to BIM-BH3 peptide | inhibition, % at 10.9 µM | 320,000 tested, 0.68% active | Q07820 | GST-MCL1 / FITC-Bim-BH3 fluorescence polarization;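 active = inhibition above the mean inhibition of all tested compounds plus 3 SD, set per campaign, cut at about 40% in these data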;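 note: 0% = DMSO wells and 100% = unlabeled Bim-BH3 peptide control; higher means more loss of mP so more displacement of Bim peptide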
Efflux pump mplx = inhibitors of Candida antifungal efflux pumps expressed in yeast | 330,000 tested, 0.44% active | inhibition, % at 10 µM | S. cerevisiae Candida pump triplex, Nile Red efflux;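 active = plate passing quality check with inhibition over a set limit, or well fluorescence over plate mean plus 4 SD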;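 note: Nile Red retained in pooled yeast measured as flow cytometry median fluorescence; 0% = buffer negative control and 100% = Enniatin B positive control; higher means more Nile Red kept so more efflux inhibition; some compounds called inactive have numbers as strong as hits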
MEX-5 binding = C. elegans MEX-5 TCR-2 RNA binding activity; Q9XUB2; MEX-5/FITC-TCR2 RNA binding, fluorescence polarization; stronger effect = lower value; activity score (negative = inhibition of binding), % at 10 µM; 300,000 tested, 0.38% active; AID 1832;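 active = inhibition past about -25% in most replicates, and total fluorescence under double the plate's negative control median, limit read from the data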;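 note: 0% = DMSO and -100% = 5 µM competing unlabeled TCR2 RNA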
Target sequence (Q9XUB2 whole entry, looked up): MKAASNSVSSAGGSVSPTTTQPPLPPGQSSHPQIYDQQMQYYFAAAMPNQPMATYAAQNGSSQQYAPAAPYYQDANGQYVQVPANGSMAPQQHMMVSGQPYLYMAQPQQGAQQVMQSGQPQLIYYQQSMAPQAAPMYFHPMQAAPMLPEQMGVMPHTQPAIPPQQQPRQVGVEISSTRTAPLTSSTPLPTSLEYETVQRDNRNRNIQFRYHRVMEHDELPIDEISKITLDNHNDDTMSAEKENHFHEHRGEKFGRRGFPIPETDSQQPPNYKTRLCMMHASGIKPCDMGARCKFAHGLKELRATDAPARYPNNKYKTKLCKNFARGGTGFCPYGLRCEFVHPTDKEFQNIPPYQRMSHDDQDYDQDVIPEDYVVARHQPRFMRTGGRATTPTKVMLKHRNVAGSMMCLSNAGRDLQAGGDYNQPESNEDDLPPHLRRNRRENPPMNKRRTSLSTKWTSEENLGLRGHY
PME-1 primary = blocks human protein phosphatase methylesterase 1; 320,000 tested, 0.53% active; inhibition, % at 5.9 µM; recombinant PME-1, FP-Rh probe fluorescence polarization; Q9Y570;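 active = inhibition above the campaign mean of all compounds plus 3 SD, cut at about 26% in these data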;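 note: competitive labeling of PME-1 active site by serine hydrolase directed probe; 0% = PME-1 with DMSO and 100% = wells lacking PME-1 enzyme; inhibitors block probe labeling so polarization falls and inhibition rises; many of its hits are not listed in these tables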
Target sequence (Q9Y570 whole entry, looked up): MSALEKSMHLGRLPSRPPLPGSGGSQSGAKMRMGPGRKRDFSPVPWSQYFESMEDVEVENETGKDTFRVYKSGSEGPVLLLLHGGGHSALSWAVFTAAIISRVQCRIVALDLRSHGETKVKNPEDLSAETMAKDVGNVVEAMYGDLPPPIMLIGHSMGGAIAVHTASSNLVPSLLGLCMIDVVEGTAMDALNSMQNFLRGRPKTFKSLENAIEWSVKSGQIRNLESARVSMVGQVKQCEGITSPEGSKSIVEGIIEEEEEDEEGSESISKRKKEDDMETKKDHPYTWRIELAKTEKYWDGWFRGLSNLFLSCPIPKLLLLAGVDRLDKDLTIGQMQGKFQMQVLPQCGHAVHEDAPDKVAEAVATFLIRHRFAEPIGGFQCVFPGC
VLA-4 inh = inhibition in a human VLA-4 binding assay; P13612; AID 2557; 330,000 tested, 0.2% active; inhibition, % (about 7 µM as worked out from the volumes in the protocol); VLA-4 expressing cells, ligand binding flow cytometry; in the data active = inhibition above about 50%
Fam108B inh = blocks mouse Fam108B hydrolase in RBBP9 counter-screen; recombinant Fam108B, FP-Rh probe fluorescence polarization; inhibition, % at 9.51 µM; 300,000 tested, 0.33% active;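 active = inhibition above the screen mean inhibition plus 3 SD, computed separately per campaign, cut at about 18% in these data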;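 note: inhibitors lower polarization as less probe binds the enzyme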
GRK2 inh = inhibitors of human GRK2 displacing RNA aptamer; 330,000 tested, 0.59% active; bead flow cytometry, FAM-aptamer displacement from GRK2; inhibition of aptamer binding, % at 10 µM; P25098; AID 488847;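 active = inhibition of aptamer binding above 40%, roughly 3 SD of noise, on plates passing a quality check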;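 note: median bead fluorescence of bound FAM aptamer so fluorescent compounds give negative values; no value below 0 was filed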
GLD-1 TGE inh = GLD-1-TGE RNA interaction inhibition (C. elegans); Q17339; AID 2280; purified GLD-1 + fluorescein TGE RNA, fluorescence polarization; 320,000 tested, 0.44% active; inhibition, % at 5.96 µM;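 active = percent inhibition above a per-plate cutoff, the plate mean of test compounds plus 3 SD, cut at about 30% in these data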;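 note: 0% = DMSO wells with GLD-1 and probe and 100% = wells lacking GLD-1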
The depositor's hits bear a star; · = no result given. Only part of the results is shown; count on the stated rates, not on these rows.

SMILES	Bcl-xL primary	MCL1-BIM inh	Efflux pump mplx	MEX-5 binding	PME-1 primary	VLA-4 inh	Fam108B inh	GRK2 inh	GLD-1 TGE inh
COC(=O)C1C(O)CCC2CN3CCc4c([nH]c5ccccc45)C3CC21 (stereo unspecified)	37*	42*	-0.1	-15	5	-23	5	0	16
CC(=O)NC(=S)Nc1ccc(S(=O)(=O)N(C)Cc2ccccc2)cc1	8	9	0.0	2.7	6	-3	-2	0	1
CC(=O)Nc1nc2cc(N)ccc2s1	4	7	-0.1	·	-5	14	·	2	-2
O=C(C1=C[C@H](C2CCCCC2)C[C@H](OCc2ccc(CO)cc2)O1)N1CCN(Cc2ccccc2)CC1	2	1	0.2	0.1	5	1	4	1	1
COc1ccc(NC(=O)Cn2ncn3c(cc4ccccc43)c2=O)c(OC)c1OC	6	4	0.0	-1.3	3	2	1	1	-1
Cc1ccc(C(=O)N/C(=C\c2ccco2)C(=O)N2CCSCC2)cc1C	0	3	0.1	-3.5	-3	4	-4	4	2
Cc1ccc(S(=O)(=O)NCCCN(C)C)cc1	-4	4	-0.1	-1.8	5	1	2	0	5
CSc1ccccc1NC(=O)COC(=O)c1ccccc1Cc1ccccc1	-2	-4	-0.2	0.7	-3	-5	2	0	-3
Cc1cc(NC(=O)CN2CCCCC2)n(-c2ccccc2)n1	-3	3	0.3	0.0	-6	-1	-4	0	8
CCN(CC)S(=O)(=O)c1ccc(C(=O)N2CCN=C2SCc2cccnc2)cc1	4	5	0.1	1.3	0	-5	-1	1	-1
Cc1[nH]c(C)c(S(=O)(=O)N2CCN(c3cccc(C(F)(F)F)c3)CC2)c1C(=O)N1CCCCC1	-2	-8	0.2	0.8	3	18	0	4	4
Cc1cc(C)c2c(CC(=O)NC(C)C)coc2c1	4	6	0.0	0.6	0	5	2	0	0
Clc1ccc2c(c1)C=Nc1c(NCc3ccccc3)ncnc1O2	2	9	-0.1	-1.4	-2	7	2	0	-2
COC(=O)c1ccc(N2CCOCC2)c(NC(=O)c2cccnc2)c1	6	7	0.0	1.0	2	11	3	1	1
CCN(CC)c1ccc(/C=N/NC(=O)CNC(=O)c2cccnc2)cc1	2	2	-0.2	-0.9	1	49	-2	5	6
CC(C(=O)NC1CCCCC1)N(Cc1ccc(F)cc1)C(=O)c1snc(C(N)=O)c1N (stereo unspecified)	5	6	0.0	0.2	-5	7	2	2	-4
CCCCn1c(SCC(=O)Nc2cc(C)[nH]n2)nc2ccsc2c1=O	-2	0	-4.2	2.6	-3	14	-2	6	4
CCC(=O)NC(c1cc(Cl)c2ccccc2c1O)C(C)C (stereo unspecified)	2	3	0.0	·	0	15	·	0	-1
OCCCCNCc1ccc(OCc2ccc(Cl)cc2)cc1	6	3	0.0	-1.2	-1	16	0	0	0
Cc1c(S(=O)(=O)N2CC(C)CC(C)C2)c(=O)n(C)c(=O)n1C (stereo unspecified)	1	2	0.0	-0.3	5	12	-2	4	3
Brc1ccc(-c2cn3cccnc3n2)cc1	5	3	0.2	·	-3	1	-4	0	2
CN1C(=O)c2ccccc2C(C(=O)NCCCN2CCCC2=O)C1c1c[nH]c2ccccc12 (stereo unspecified)	-4	3	0.5	·	2	-1	-5	0	1
O=C(NC12CC3CC(CC(C3)C1)C2)N1CCN(C2CCCCC2)CC1	2	-2	-0.1	3.4	-9	3	4	7	-1
COc1ccc(C(=O)COC(=O)CCN2C(=O)[C@@H]3[C@H](C2=O)[C@@H]2C[C@H]3C(Br)C2Br)cc1 (stereo partly specified)	4	2	0.1	0.7	5	4	1	2	1
Cc1ccccc1NC(=O)CSC(N)=O	4	20	0.0	1.1	1	4	-3	0	-2
COCCN1C(=O)N[C@@H](c2ccco2)C(C(=O)OC)=C1C	6	11	0.0	-3.6	-1	-13	3	4	5
COc1ccc(/C=C/c2nc3ccccc3c(=O)n2-c2cccc(C(=O)O)c2)cc1	5	1	-0.1	-1.4	-11	-6	-1	3	7
C/C(=N\N=c1/sc2ccccc2n1C)c1ccc(N2CCOCC2)cc1	-7	0	0.6	0.5	4	7	1	0	3
O=C(NC1CCCCC1)c1ccc(CS(=O)(=O)c2ccc(Cl)cc2)o1	-1	5	-0.2	-1.6	6	3	-1	0	-2
O=C(COc1ccccc1C(=O)c1cnn(-c2ccccc2)c1)Nc1ccccc1	5	3	-0.1	1.3	-6	4	-13	0	1
C=C(c1ccc(O)cc1)c1ccc(O)cc1	9	-3	0.0	-1.8	-2	-8	-3	3	9
COCCOC1CCN(C(=O)c2cc(COc3ccc(-n4cncn4)cc3)on2)CC1	8	2	0.0	-0.6	2	-4	3	1	2
COc1cc(C2C(C#N)=C(N)Oc3n[nH]c(C)c32)ccc1OC(=O)c1ccccc1 (stereo unspecified)	8	5	-0.1	0.5	-7	-18	-4	0	1
C=C1SC(Nc2c(C)cc(C)cc2C)=NC12CCCCC2	1	3	0.0	-0.7	-1	-3	-1	0	0
O=C(CN1C(=O)NC2(CCCCCC2)C1=O)Nc1ccc(S(=O)(=O)N2CCOCC2)cc1	2	-2	1.1	0.2	-2	5	4	2	1
S=C(NCc1ccco1)N1CCN(c2ccccc2Cl)CC1	-2	5	-0.1	·	6	-5	4	1	-3
COc1cc2c(cc1OC)CN(S(=O)(=O)/C=C/c1ccccc1)CC2	1	4	0.0	4.9	2	13	-2	0	-9
Cc1nn(C)cc1CNC(=O)Nc1ccc(Cl)cc1	9	9	0.0	-2.4	2	19	-2	0	-1
Clc1ccc2nc(CSc3nncn3-c3ccccc3)cn2c1	3	2	0.0	-0.1	-1	9	2	0	-1
CC(C)(C)OC(=O)CC1(C#N)c2ccccc2C(Br)=CN1C(=O)c1ccccc1 (stereo unspecified)	-2	1	0.0	1.8	-1	21	-3	0	8
COc1ccccc1NC(=O)c1nn(-c2ccc(OC(F)(F)F)cc2)ccc1=O	-1	4	-0.1	-2.0	-2	1	-5	0	5
O=C(Nc1cc([N+](=O)[O-])ccc1N1CCCC1)c1ccccc1	-3	0	0.1	0.9	9	14	3	2	-2
Cn1cccc1/C=N/NC(=O)Cc1ccccc1	0	7	-0.1	0.0	2	7	2	0	-1
CCc1noc(C)c1C(=O)Nc1cc(S(=O)(=O)N(CC)CC)ccc1N1CCCC1	0	2	0.0	0.3	-2	10	1	0	7
Cc1ccc2c(c1)N(C(=O)CCC(=O)NCc1cccc(Br)c1)CC(C)O2 (stereo unspecified)	2	-1	-0.1	-1.7	-3	2	1	0	9
COc1ccccc1Cn1c(CCCO)nc2ccccc21	3	4	0.0	2.3	-2	5	0	0	7
CNc1cc(-n2nc(C)cc2-c2ccccc2)ncn1	2	-1	-0.1	-0.1	0	19	-2	1	-1
CCC(C)n1ncn(-c2ccc(N3CCN(c4ccc(OC)cc4)CC3)cc2)c1=O (stereo unspecified)	1	-4	0.1	-2.5	-1	-3	1	0	5
CCCN(CC(=O)Nc1ccccc1OC)C(=O)Cc1ccc2c(c1)CCC2	1	6	-0.2	·	10	0	·	7	2
C=C1CCC[C@]2(C)C[C@H]3OC(=O)C(CN4CCCCC4CO)[C@H]3CC12 (stereo partly specified)	8	11	-0.1	2.2	-3	9	-2	6	-15
Fc1ccc(CNC(=S)Nc2cccc(Cl)c2)cc1	3	4	-0.1	-3.9	-5	14	1	0	12
COc1cc(C(=O)NCc2ccc(C)cc2)ccc1OC(F)F	-1	-6	0.3	-0.4	-6	5	-2	0	-5
CCCCC(=O)C1=C(N2CCCC2)CC(C)(C)CC1=O	-1	1	-0.1	-0.7	1	-7	-4	0	6
CCCN1CCN(C(=S)Nc2sc(CC)cc2C(=O)OC)CC1	2	-6	0.1	-1.7	-2	10	0	2	2
COc1ccc(OC)c(Cc2nnc(CCC(=O)NC3CCCC3)o2)c1	-1	-3	-0.1	0.1	8	7	2	1	3
COc1ccc(NC(=O)CCC(=O)Nc2nnc(C3CCCCC3)s2)c(OC)c1	0	-5	-0.2	1.8	3	11	-3	5	1
Nc1c2c(nc3ccccc13)N(C1CCCCC1)CC2	7	8	0.2	-0.8	0	8	-6	0	-1
Cc1ccc(C(=O)Nc2ccccc2C(=O)N2CCCC2)cc1[N+](=O)[O-]	2	-1	-0.1	-1.1	11	0	1	4	5
O=C(CN1C(=O)NC2(CCCC2)C1=O)NCCc1ccc(Cl)cc1Cl	3	-3	-0.5	·	1	3	·	0	3
NC(=O)c1ncc(C(F)(F)F)cc1Oc1cccc(F)c1	-4	-8	0.1	·	-3	8	1	1	4

In another format: entries from further up.
SMILES | Bcl-xL primary | MCL1-BIM inh | Efflux pump mplx | MEX-5 binding | PME-1 primary | VLA-4 inh | Fam108B inh | GRK2 inh | GLD-1 TGE inh
Nc1c2c(nc3ccccc13)N(C1CCCCC1)CC2 | 7 | 8 | 0.2 | -0.8 | 0 | 8 | -6 | 0 | -1
CCCN1CCN(C(=S)Nc2sc(CC)cc2C(=O)OC)CC1 | 2 | -6 | 0.1 | -1.7 | -2 | 10 | 0 | 2 | 2
Cc1ccc(C(=O)Nc2ccccc2C(=O)N2CCCC2)cc1[N+](=O)[O-] | 2 | -1 | -0.1 | -1.1 | 11 | 0 | 1 | 4 | 5

(continued)
SMILES	Bcl-xL primary	MCL1-BIM inh	Efflux pump mplx	MEX-5 binding	PME-1 primary	VLA-4 inh	Fam108B inh	GRK2 inh	GLD-1 TGE inh
Cc1ccc(SCc2nc3ccccc3[nH]2)cc1	3	5	0.0	1.1	-2	1	-2	1	-10
Cc1nc(SCN2C(=O)c3ccccc3C2=O)n[nH]1	11	7	-0.2	4.6	4	0	2	0	-5
CCC(C)NC(=O)c1cc(Sc2nnc(C)s2)nc2ccccc12 (stereo unspecified)	2	0	-0.1	2.8	1	2	-1	0	6
CC(=O)OC1CC(C)(C)N(OC(=O)c2ccccc2)C(C)(C)C1	0	-4	0.2	1.2	-4	-3	1	3	0
CCOC(=O)c1c(C)[nH]c(C)c1C(=O)COC(=O)c1cccc(S(=O)(=O)NC)c1	-2	-23	0.0	-1.4	-3	13	-2	1	2
COc1ccccc1CN(C(=O)c1cnccn1)C(C(=O)NC1CCCCC1)c1cc(OC)c(OC)c(OC)c1 (stereo unspecified)	1	-10	0.0	-1.1	-8	1	-4	0	1
COCCn1cc(C(=O)N2CCC(C)CC2)c2c3ccccc3n(C)c2c1=O	1	8	-0.1	0.7	-3	2	1	1	10
O=C(CNC(=O)c1ccco1)OCc1ccc(C(=O)Oc2ccccc2)cc1	0	-5	0.1	1.1	-5	-5	5	3	-5
Cc1cccc(NC(=O)C(C)N2C(=O)C3C4CC(C(Br)C4Br)C3C2=O)c1 (stereo unspecified)	7	6	0.0	-1.0	-3	10	2	8	2
CSc1nc(NNC=O)cc(Oc2ccc(NC(C)=O)cc2)n1	2	1	0.0	-5.9	6	6	2	0	-4
COc1ccc(C(CC(=O)O)NS(=O)(=O)c2ccc(C)cc2)cc1 (stereo unspecified)	4	0	0.2	-0.3	-7	·	2	14	-1
COCCN(CCOC)C(=O)c1ccc(SCc2ccc(C)cc2)c([N+](=O)[O-])c1	2	2	0.0	-0.9	0	9	0	1	-6
CN(C)/C=N/c1cc(=O)n(C)c(=O)n1Cc1ccccc1	0	-9	·	-2.5	-1	·	-1	·	1
COc1ccccc1CN(C)S(=O)(=O)c1cccs1	0	1	0.1	-0.7	9	6	-1	0	-4
CCOCCCNC(=O)C1CCC(CNS(=O)(=O)c2ccc(F)cc2)CC1 (stereo unspecified)	-4	-5	0.0	-2.2	1	0	-2	0	0

Source: PubChem BioAssay (several laboratories)
